Tau fluor cs – counter-screen for tau fibril formation inhibitors; Potency, µM (titrated, usually from 57.7 µM), without a hit: at the highest dose activity change, negative = decrease; hit rate 0.93% among 280,000; tau K18 P301L Alexa594 fluorescence, heparin fibrillization; further: on the % scale 0 is the no-effect control and ±100 the full control effect; nearly all actives have a fitted effect of over 55% in size
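Human K18 P301L tau (15 uM unlabeled plus 0.24 uM Alexa 594-labeled, final) in 100 mM sodium acetate pH 7 was mixed with compound and 20 uM heparin and incubated 6 hr at 37 C.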
HTT cytoprotect – protects HTT-Q103 PC12 cells, measured by ATP; hit rate 0.14% among 230,000; AID 1471; PC12 HTT-Q103 induced, cytoprotection, ATP luminescence, 40 h; Potency, µM (doses to about 56.4 µM), without a hit: cytoprotection (ATP increase), most hits filed as activators;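 further: % of control where 0% means no effect; nearly all actives have a fitted effect of over 45% in size; toxic huntingtin expression switched on by the ecdysone agonist tebufenozide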
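Compounds were screened for protection of PC12 cells against cell death after tebufenozide induction (100 nM final) of mutant Huntingtin exon 1 (Q103) fused to GFP.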
TexasRed fluor – Texas Red fluorescence interference in TRb-SRC2 counter-screen; TRb/SRC2 Texas Red total fluorescence interference; Potency, µM (highest dose often 106 µM), for the others: at the top dose fluorescence change, negative = quenching; hit rate 0.29% among 280,000; active means well fitted curve in either direction with a large enough effect; inconclusive means small, poorly fitted or top-dose-only effect; further: on the % scale 0 is the no-effect control and ±100 the full control effect
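Human TRb ligand-binding domain at 0.6 uM with 20 nM Texas Red SRC2 peptide in Tris buffer containing 1 uM T3 and 5% DMSO, incubated with compound 5 h at ambient temperature. Total fluorescence (555/632 nm) calculated as parallel + 2 × perpendicular.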
TRb-SRC2 inh – disrupts binding of human TR beta to SRC2; TRbeta-SRC2 peptide binding, fluorescence polarization; receptor liganded with 1 µM T3; Potency, µM (highest dose often 106 µM), without a hit: top-dose activity change, negative = inhibition, actives largely listed as inhibitors; P10828; hit rate 0.065% among 280,000; AID 1469;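 further: plate controls were bound peptide for no effect and peptide without receptor for full effect; nearly all actives have a fitted effect of over 50% in size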
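Each compound concentration gave % activity, normalized to unbound and bound Texas Red SRC2 controls, from polarization read after 5 hr ambient incubation with T3-loaded human TRb LBD.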
L3MBTL1 inh – inhibitors of human L3MBTL1; Q9Y468; AlphaScreen L3MBTL1–H3K9me1 peptide binding; Potency, µM (top dose mostly 57.1 µM), for the others: top-dose activity, negative = inhibition, actives largely listed as inhibitors; hit rate 0.66% among 230,000; AID 485360; further: on the % scale 0 is the no-effect control and ±100 the full control effect; nearly all actives have a fitted effect of over 60% in size
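L3MBTL1 50 nM + b-AHA-H3(1-15)K9me1 75 nM, 30 min RT; compound added, 30 min RT; streptavidin donor/Ni-chelate acceptor beads 10 ug/mL each final, 30 min RT dark; AlphaScreen read.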
Tau fibril ThT – tau fibrillization inhibition (ThT binding); recombinant tau K18 P301L (four-repeat tau fragment), heparin-induced fibrillization, ThT fluorescence; Potency, µM (highest dose often 57.4 µM), for inactives: at the top dose activity, negative = inhibition, most hits filed as inhibitors; hit rate 2.1% among 270,000; AID 1460; further: on the % scale 0 is the no-effect control and ±100 the full control effect; nearly all actives have a fitted effect of over 55% in size
Target sequence (P10636 561-689 P618L limits assumed): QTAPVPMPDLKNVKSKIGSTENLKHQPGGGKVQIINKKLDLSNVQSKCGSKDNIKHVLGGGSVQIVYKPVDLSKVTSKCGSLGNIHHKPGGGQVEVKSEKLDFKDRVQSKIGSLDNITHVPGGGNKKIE
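Aggregation was driven by heparin (20 uM final) acting on recombinant tau […] bearing P301L in 100 mM sodium acetate pH 7; fibrils were detected with Thioflavin T.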
RECQ1 inh – blocks DNA unwinding by human RECQ1; P46063; AID 2549; Potency, µM (highest dose often 57.3 µM), without a hit: at the top dose activity, negative = inhibition, hits mostly inhibitors; RECQ1 DNA unwinding, red fluorescence kinetic read; hit rate 0.54% among 240,000;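 further: plate controls were vehicle for no effect and no enzyme for full effect; nearly all actives have a fitted effect of over 30% in size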
Target sequence (P46063 whole entry, looked up): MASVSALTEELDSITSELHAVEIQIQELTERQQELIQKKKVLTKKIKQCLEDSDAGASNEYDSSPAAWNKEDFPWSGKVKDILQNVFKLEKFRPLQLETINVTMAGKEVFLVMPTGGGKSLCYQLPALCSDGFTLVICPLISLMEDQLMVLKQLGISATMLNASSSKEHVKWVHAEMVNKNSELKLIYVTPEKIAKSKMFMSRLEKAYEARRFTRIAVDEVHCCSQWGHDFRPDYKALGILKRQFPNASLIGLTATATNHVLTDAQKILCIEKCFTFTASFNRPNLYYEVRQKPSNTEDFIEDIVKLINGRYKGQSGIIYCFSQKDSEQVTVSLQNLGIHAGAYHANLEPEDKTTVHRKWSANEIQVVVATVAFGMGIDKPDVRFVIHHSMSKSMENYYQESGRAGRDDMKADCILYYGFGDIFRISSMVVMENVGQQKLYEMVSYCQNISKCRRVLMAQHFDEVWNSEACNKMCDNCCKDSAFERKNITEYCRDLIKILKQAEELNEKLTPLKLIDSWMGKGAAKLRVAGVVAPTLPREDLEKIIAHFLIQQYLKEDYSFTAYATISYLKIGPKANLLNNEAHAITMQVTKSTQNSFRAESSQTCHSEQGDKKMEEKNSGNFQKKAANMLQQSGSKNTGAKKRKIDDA
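RECQ1T1 50 nM; forked duplex (20 bp + 30-nt ss tails) 200 nM, ATP 2 mM final; pH 8.0, 2 mM MgCl2, 2.5 ug/ml poly(dI-dC); 15 min compound preincubation; discontinuous kinetic read over 2 h at RT.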
Tau FP inhib – inhibitors of human tau fibril formation; Potency, µM (doses to about 57.7 µM), without a hit: top-dose activity, negative = inhibition, hits mostly inhibitors; hit rate 0.39% among 280,000; P10636; K18 P301L tau heparin fibrillization, Alexa594 FP, 6 h; further: on the % scale 0 is the no-effect control and ±100 the full control effect; nearly all actives have a fitted effect of over 55% in size
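Human tau K18 […] P301L fragment, 15 uM unlabeled plus 0.24 uM Alexa 594-labeled tau (final), with compound and 20 uM heparin in 100 mM sodium acetate pH 7; 6 hr at 37 C, then Alexa 594 FP read.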
An asterisk follows results filed as active; i = inactive; ? = inconclusive; / = not tested or not shown; [ ] = remark or other dose. Unless noted, the call rests on the fitted dose curve; in most records, active means well fitted curve in the direction sought with a large enough effect; inconclusive means small, poorly fitted or top-dose-only effect, or another doubt; inactive means no such curve, though single readings can be large; an effect the other way counts as inactive or inconclusive. Potency means the concentration at half of the fitted maximal effect.

Order of results – Tau fluor cs | HTT cytoprotect | TexasRed fluor | TRb-SRC2 inh | L3MBTL1 inh | Tau fibril ThT | RECQ1 inh | Tau FP inhib
1) CCC(CC)NC(=O)CCc1nc2ccccc2c(=O)[nH]1
  -2.1% | 6.2% | -0.4% | 0.7% | / | -2.4% | 13.9% | 6.6%
2) CC1=C(c2ccc(C)c(C)c2)S(=O)(=O)N=C1N1CCC(C(=O)Nc2ccc(Cl)cc2)CC1
  -14.6% | / | -0.9% | 0.9% | / | -0.3% | / | ?
3) CC1=CC(C)(C)Nc2ccc(OC(=O)CN3C(=O)c4cccc5cccc(c45)C3=O)cc21
  ? | -114.0%[inhibitor] | -7.7% | -27.7% | ? | 12.6µM* | -9.1% | ?
4) COc1ccccc1CNC(=O)c1cnn2c(C)c(Cc3ccc(F)cc3)c(C)nc12
  6.5% | / | -0.9% | 3.5% | / | -0.7% | / | -0.1%
5) COc1ccc(NC(=O)Cn2c(=O)n(CCc3ccccc3)c(=O)c3sc4ccccc4c32)cc1
  -23.7% | / | -0.6% | 4.5% | / | 4.7% | / | ?
6) CCCn1c(=N)n(CC(=O)OCC)c2ccccc21
  5.9% | 2.5% | -6.4% | 5.5% | 11.4% | 12.3% | i | -3.8%
7) COc1cccc(NC(=O)CSc2nnc(Cn3nnc4ccccc43)n2C)c1
  -2.9% | 3.4%[10 µM] | 1.1% | -15.2% | 1.3% | -1.1% | -6.7% | 0.7%
8) COCCNC(=O)c1ccccc1NC(=O)c1cc(OC)cc(OC)c1
  -7.8% | / | -4.5% | -0.7% | 2.5% | -14.1% | -8.0% | -11.6%
9) O=S(=O)(Nc1cccc(-c2ccc(N3CCCCC3)nn2)c1)c1ccc(Cl)s1
  -27.9% | / | 3.3% | 3.5% | / | -2.9% | / | -2.2%
10) COc1ccc(O)c(/C=C(\C#N)C(=O)Nc2cccnc2)c1
  -1.5% | -3.1%[10 µM] | 1.2% | 6.1% | 0.3% | ? | 0.2% | 1.5%

Part of the list above in a different format:
4. COc1ccccc1CNC(=O)c1cnn2c(C)c(Cc3ccc(F)cc3)c(C)nc12
  Tau fluor cs: 6.5%
  HTT cytoprotect: /
  TexasRed fluor: -0.9%
  TRb-SRC2 inh: 3.5%
  L3MBTL1 inh: /
  Tau fibril ThT: -0.7%
  RECQ1 inh: /
  Tau FP inhib: -0.1%

1. CCC(CC)NC(=O)CCc1nc2ccccc2c(=O)[nH]1
  Tau fluor cs: -2.1%
  HTT cytoprotect: 6.2%
  TexasRed fluor: -0.4%
  TRb-SRC2 inh: 0.7%
  L3MBTL1 inh: /
  Tau fibril ThT: -2.4%
  RECQ1 inh: 13.9%
  Tau FP inhib: 6.6%

Additional results follow.
Order of results – Tau fluor cs | HTT cytoprotect | TexasRed fluor | TRb-SRC2 inh | L3MBTL1 inh | Tau fibril ThT | RECQ1 inh | Tau FP inhib
11) c1ccc(N(c2ccccc2)c2nc(-n3ccnc3)nc(-n3ccnc3)n2)cc1
  -16.7% | -54.4%[inhibitor] | 0.3% | 0.9% | -5.3% | -22.8% | 8.1% | -9.8%
12) CCCCN(C(=O)c1cc(=O)[nH]c2ccccc12)c1c(N)n(CCC)c(=O)[nH]c1=O
  -10.9% | 7.8%[10 µM] | 1.1% | 6.5% | -3.1% | -7.0% | i | -1.3%
13) Cc1cccc(NS(=O)(=O)c2ccc(NC(=O)CN(c3cc([N+](=O)[O-])ccc3C)S(C)(=O)=O)cc2)c1
  ? | / | 4.9% | 1.4% | -0.6% | -17.8% | -14.0% | ?
14) O=S(=O)(c1ccccc1)N1N=C(c2cccs2)CC1c1ccc(F)cc1 (stereo unspecified)
  -25.1% | -11.2% | -4.7% | -5.6% | 34.2%[activator] | 6.9% | -7.8% | ?
15) CCOC(=O)c1c(NC(=O)/C=C\C(=O)O)sc(C)c1-c1ccccc1
  2.2% | ? | 1.9% | ? | 4.0% | -16.1% | i | 1.4%
16) O=C(Nc1ccc(Cl)cc1)Nc1ccccc1NS(=O)(=O)c1cccs1
  14.1µM*[quencher] | -0.2%[10 µM] | 0.1% | 0.9% | -5.0% | ? | 1.5% | ?
17) COCCCNC(=O)c1c(F)c(F)c(F)c(F)c1F
  9.5% | -9.7% | 1.0% | 8.4% | -0.7% | 4.3% | ? | 5.8%
18) C/C(=C\c1ccccc1)CN(C)CCN(C)C
  -2.7% | -4.4% | -1.1% | -10.2% | 5.7% | -1.2% | -1.1% | 0.6%
19) Cc1ccc(Cl)cc1-n1ncc2c(NCCc3ccccc3)ncnc21
  ? | / | -2.0% | 0.7% | / | -7.1% | / | -12.0%
20) O=C(N/N=C/c1c(O)n(Cc2ccco2)c(=O)[nH]c1=O)c1ccccc1
  -1.4% | 9.3%[10 µM] | -6.2% | -1.3% | / | / | -29.3% | 0.9%
21) O=C(CSc1oc(-c2ccccc2)nc1S(=O)(=O)c1ccc(Cl)cc1)c1ccccc1
  ? | / | -0.2% | -5.1% | / | ? | / | ?
22) O=C1/C(=C\c2ccco2)NC(=S)N1c1ccccc1
  0.9% | 17.3%[10 µM] | -10.7% | -3.0% | 7.5% | -2.7% | i | 4.3%
23) O=C1CC(c2ccc(S(=O)(=O)NCc3ccncc3)cc2)CN1 (stereo unspecified)
  -7.4% | -15.2% | -5.2% | 4.4% | 1.1% | -13.6% | -6.5% | -12.9%
24) CC1=CC(C)(C)N(C(=O)Nc2ccccc2)c2ccccc21
  -15.3% | -15.9% | 2.2% | -7.3% | / | ? | -6.0% | 1.6%
25) Oc1ccc2ccccc2c1CNc1cnc2ccccc2c1
  ? | -15.5% | -7.8% | -4.2% | / | ? | i | -2.8%
26) Cc1ccc(NC(=O)C(C)c2ccc([N+](=O)[O-])cc2)cc1Cl (stereo unspecified)
  ? | -6.9%[10 µM] | -0.9% | 6.7% | 3.8% | -7.1% | -8.2% | -10.2%
27) N/C(=N\OC(=O)c1ccco1)c1ccc(Cl)cc1
  -5.4% | 2.8%[10 µM] | -1.7%[53 µM] | -8.8%[53 µM] | 72.8%[activator] | 1.4% | 25.1% | -0.8%
28) Cc1cc(NC(=O)CS(=O)(=O)c2cn(Cc3ccc(F)cc3)c3ccccc23)no1
  -20.8% | -6.8% | -4.3% | 4.4% | 1.3% | -8.3% | -6.6% | -1.8%
29) Cc1ccc(S(=O)(=O)NCC(=O)N2CCOCC2)cc1
  4.6% | -15.7% | -4.7% | -4.7% | -1.2% | 3.4% | -13.6% | 0.9%
30) CCCCCCCCn1cc(C(C)=O)c(=O)[nH]c1=O
  -2.6% | 5.3% | 3.8% | 3.5% | 3.9% | 3.0% | -7.5% | -3.4%

An excerpt from above, limited to Tau fluor cs and L3MBTL1 inh.
item | canonical_smiles | Tau fluor cs | L3MBTL1 inh
28 | Cc1cc(NC(=O)CS(=O)(=O)c2cn(Cc3ccc(F)cc3)c3ccccc23)no1 | -20.8% | 1.3%
29 | Cc1ccc(S(=O)(=O)NCC(=O)N2CCOCC2)cc1 | 4.6% | -1.2%
30 | CCCCCCCCn1cc(C(C)=O)c(=O)[nH]c1=O | -2.6% | 3.9%

Next part:
Order of results – Tau fluor cs | HTT cytoprotect | TexasRed fluor | TRb-SRC2 inh | L3MBTL1 inh | Tau fibril ThT | RECQ1 inh | Tau FP inhib
31) Fc1cccc(NC(=S)Nc2cccnc2)c1
  -1.5% | -31.3%[inhibitor] | -3.7% | 2.5% | 0.3%[11.4 µM] | -2.2% | -1.3% | 0.0%
32) CC(C)OCCCNC(=O)CNC(=O)c1ccc(Cl)c(Cl)c1
  5.0% | -31.7%[inhibitor] | -1.0% | 3.8% | 6.9% | 9.3% | i | ?
33) O=C(N/N=C/c1ccco1)c1cc(C2CC2)nc2ccccc12
  3.2% | 0.0%[10 µM] | -2.8% | 0.1% | -5.0% | -4.7% | -21.4% | 4.7%
34) CCCCN(CC)CCCNC(=O)CC1Oc2ccccc2NC1=O (stereo unspecified)
  -7.7% | 11.6%[10 µM] | 2.2% | 4.2% | 3.5% | -14.6% | -4.1% | 1.8%
35) N#Cc1c2c(c(NCCCN3CCOCC3)n3c1nc1ccccc13)CCC2
  -20.2% | -9.4% | -2.0% | -18.4% | -3.5% | ? | -2.4% | 8.6%
36) COc1ccc(OC)c(CNC(=O)CCc2c(C)nc3c(c2C)c(=O)n(C)c(=O)n3C)c1
  -8.4% | / | -4.8% | -3.4% | / | 0.9% | / | -7.9%
37) CC1(C)CC(=O)C2=C(C1)N(c1ccc(F)cc1)C(=O)CC2c1ccccc1 (stereo unspecified)
  -8.3% | -4.1% | -4.5% | -5.8% | / | -14.5% | i | -0.5%
38) O=c1cc(C(F)(F)F)nc(-c2ccccc2)[nH]1
  1.0% | 4.5%[10 µM] | 5.2% | -7.4% | 8.9% | 1.4% | -3.8% | 0.9%
39) Cc1ccc(C(=O)NC2=NC(c3ccc(C)cc3)CC(=O)N2)cc1 (stereo unspecified)
  6.6% | / | 251µM*[quencher] | -23.5% | / | 5.1% | / | -3.2%
40) CN(C)C(=S)Nc1ccc(Cl)cc1
  -4.2% | 4.2%[10 µM] | 1.6% | -1.7% | -2.3% | -6.3% | -0.6% | 1.1%
41) O=C(CN1CCN(CCC(=O)Nc2ccccc2F)CC1)Nc1ccc(F)cc1
  6.3% | 9.2% | 1.9% | -3.3% | / | 1.1% | -5.6% | 4.1%
42) O=C(CNC(=O)c1ccccn1)N/N=C/c1ccccc1
  -1.3% | -9.0% | -0.2% | -9.2% | 2.3% | -11.0% | -7.3% | 4.2%
43) CCOc1cc(NC(=S)NCCCOC)c(OCC)cc1NC(=O)c1ccco1
  -4.7% | -15.4%[1.9 µM] | 7943µM*[quencher] | -3.8% | -8.9% | 3.0% | -7.8% | -0.2%
44) COC(=O)c1ccc(NC(=O)c2c(C(=O)Nc3ccccc3)sc3nc(C)cc(=O)n23)cc1
  -4.3% | -19.9% | -2.2% | -2.3% | / | 6.5% | -4.9% | ?
45) O=C(Oc1ccccc1C(=O)Oc1ccccc1)c1ccco1
  -12.1% | -9.3% | -1.8% | -6.8% | 7.8% | -12.1% | -9.3% | -8.0%

These rows are one share of the data; the hit share may differ from the screen's.
